USP1-UAF1 inh – inhibitors of human USP1/UAF1 deubiquitinase; recombinant USP1/UAF1, Ub-Rhodamine cleavage fluorescence; Potency, µM (titrated, usually from 57.1 µM), for the others: top-dose activity change, negative = inhibition, usual class: inhibitors; hit rate 0.23% among 390,000; AID 743255; note: potency is the fitted concentration of half-maximal effect; % is set by controls: 0 for no effect and ±100 for the full control effect; nearly all actives have a fitted effect of over 60% in size; inactives centre near -12
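1 nM enzyme complex + cpd, 15 min RT; start with Ub-Rho 150nM final; kinetic fluorescence ex 480/em 540, 6 reads q60 s. Buffer 50mM HEPES pH 7.8, 0.5mM EDTA, 0.1 mg/ml BSA, 1mM TCEP, 0.01% Tween-20.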
D2 antagonist – D2 dopamine receptor (human) antagonism | P14416 | HEK293 TREx D2 cells, calcium flux, dopamine EC80 | hit rate 2% among 340,000 | AID 485344 | inhibition, % at 10 µM; in the data active = inhibition above about 30%; note: 0% is about no effect
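Dopamine at EC80 is the agonist stimulus; test compounds precede it by 180 s. Calcium flux read kinetically in a force-coupled, inducible HEK293 T-REx D2 cell line.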
Pin1 inh – inhibitors of human Pin1. Pin1 FP peptide displacement, HiFluor488, 10 min. Potency, µM (series often up to 115 µM), inactives show top-dose activity, negative = inhibition, hits mostly inhibitors. hit rate 0.009% among 390,000. AID 504891; active = well fitted inhibition curve with a large enough effect in the polarisation, with a control signal flat, not every such curve was filed as active; inconclusive = small, poorly fitted or top-dose-only effect, or effect the other way, or a change in a side signal; inactive = no such curve, though single readings can be large or run the other way; the % refers to the polarisation; note: potency is the fitted concentration of half-maximal effect; % is set by controls: 0 for no effect and ±100 for the full control effect
Target sequence (Q13526 whole entry, looked up): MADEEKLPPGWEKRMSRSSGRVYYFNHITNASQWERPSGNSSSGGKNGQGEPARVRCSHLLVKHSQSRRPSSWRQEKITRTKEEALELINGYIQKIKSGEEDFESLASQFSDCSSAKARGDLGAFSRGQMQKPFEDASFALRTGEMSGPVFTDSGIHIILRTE
TRHR agonist – activates the human TRH receptor; P34981; TRHR cells, calcium flux fluo-8, FDSS agonist mode; activation, % at 2 µM; hit rate 0.18% among 360,000; AID 493084; in the data active = activation above about 30%; note: 0% is about no effect
Target sequence (P34981 whole entry, looked up): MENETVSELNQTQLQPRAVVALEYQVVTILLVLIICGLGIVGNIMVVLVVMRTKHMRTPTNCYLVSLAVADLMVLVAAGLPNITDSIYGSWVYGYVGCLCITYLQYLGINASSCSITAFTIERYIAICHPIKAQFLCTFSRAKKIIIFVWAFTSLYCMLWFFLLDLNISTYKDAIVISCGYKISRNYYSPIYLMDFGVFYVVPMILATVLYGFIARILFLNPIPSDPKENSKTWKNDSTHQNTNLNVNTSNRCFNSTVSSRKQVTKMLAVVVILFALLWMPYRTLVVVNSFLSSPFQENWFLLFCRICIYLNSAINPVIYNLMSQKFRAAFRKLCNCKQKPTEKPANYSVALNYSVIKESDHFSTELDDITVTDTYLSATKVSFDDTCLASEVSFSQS
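TRHR-expressing cells loaded with fluo-8 calcium dye; 23 nL library compound pin-transferred, kinetic FDSS fluorescence (Ex 480/Em 530) recorded about 180 s for agonist-induced calcium release, before a 10 nM TRH EC20 addition for potentiator mode.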
TRHR PAM – TRH receptor (human) allosteric enhancement; AID 493056; hit rate 0.66% among 360,000; TRHR cells, fluo-8 calcium fluorescence, EC20 TRH enhancement; enhancement, % at 2 µM; P34981; in the data active = enhancement above about 30%; note: 0% is about no effect
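Enhancer read-out: after compound pinning and an initial kinetic agonist-mode read, an EC20 of TRH (10 nM final) was injected and fluo-8 calcium signal (Ex 480/Em 530) followed at 1 s/cycle for 100 cycles in TRHR-expressing cells.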
D2 agonist – D2 dopamine receptor (human) agonism; activation, % at 2 µM; HEK293 T-REx D2 cells, calcium flux agonist mode; AID 485358; hit rate 0.53% among 340,000;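 active = activation over 3 SD above normal in the single-dose calcium agonist read, cut at about 30% in these data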; note: 0% is about no effect
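HEK293 Trex D2 cells, tetracycline-induced, o/n 30 C 5% CO2; no-wash Ca dye, RT 30–90 min; 10-cycle baseline, 23 nl cpd added, kinetic Ca read 180 s; agonist hits = positive Ca response.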
TrxR1 substrate – rat thioredoxin reductase 1 substrate activity | purified TrxR1 substrate turnover, NADPH consumption readout | AID 588456 | O89049 | hit rate 0.01% among 390,000 | Potency, µM (doses to about 114 µM), without a hit: top-dose activity change, negative = substrate turnover; note: potency is the fitted concentration of half-maximal effect; % is set by controls: 0 for no effect and ±100 for the full control effect; nearly all actives have a fitted effect of over 50% in size
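Rat TrxR1, dispensed at 90 nM, was prereduced with 400 uM NADPH (final) for 5 min at ~22 deg C, then incubated with compound 15 min before 400 uM selenite. A first-read NADPH fluorescence drop versus no-compound background flagged substrates.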
IDH1 R132H inh – inhibitors of human mutant IDH1 R132H; IDH1-R132H enzyme, NADPH consumption, diaphorase/resazurin fluorescence; Potency, µM (highest dose often 76.6 µM), for the others: at the top dose activity change, negative = inhibition, usual class: inhibitors; hit rate 0.093% among 390,000; AID 602179; note: potency is the fitted concentration of half-maximal effect; % is set by controls: 0 for no effect and ±100 for the full control effect; nearly all actives have a fitted effect of over 65% in size
Target sequence (O75874 whole entry R132H, stated change not applied): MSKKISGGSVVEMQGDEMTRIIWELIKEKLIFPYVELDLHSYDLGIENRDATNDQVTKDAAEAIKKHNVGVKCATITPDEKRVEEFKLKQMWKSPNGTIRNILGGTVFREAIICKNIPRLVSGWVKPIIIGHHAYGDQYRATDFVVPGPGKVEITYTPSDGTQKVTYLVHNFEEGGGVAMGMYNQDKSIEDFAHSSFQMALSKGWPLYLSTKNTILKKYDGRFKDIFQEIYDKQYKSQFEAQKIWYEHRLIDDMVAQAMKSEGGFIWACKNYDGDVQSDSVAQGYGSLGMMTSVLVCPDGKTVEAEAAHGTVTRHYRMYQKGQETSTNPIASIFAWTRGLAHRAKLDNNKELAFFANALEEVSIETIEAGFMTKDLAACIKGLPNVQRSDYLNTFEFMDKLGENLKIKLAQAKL
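IDH1-R132H (0.5 ug/mL) preincubated 30 min with compound, then NADPH (0.016 mM) and alpha-KG (2 mM) added; 80 min at RT, pH 7.5. Remaining NADPH coupled via diaphorase/resazurin to fluorescence (540/590 nm); concentration-response curves normalized to no-enzyme control.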
rTrxR1 inhibitor – rat TrxR1 inhibition; O89049; recombinant rTrxR1, NADPH fluorescence consumption, selenite substrate; Potency, µM (series often up to 114 µM), for inactives: at the top dose activity change, negative = inhibition, usual class: inhibitors; hit rate 1% among 390,000; AID 588453; note: potency is the fitted concentration of half-maximal effect; % is set by controls: 0 for no effect and ±100 for the full control effect; nearly all actives have a fitted effect of over 65% in size
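Rat TrxR1 (90 nM in the dispensed reagent) was pre-reduced with 400 uM NADPH for 5 min at room temperature, then incubated with compound for 15 min. After 400 uM selenite was added, NADPH fluorescence (Ex 340/Em 450 nm) was followed for 8 min.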
* hit, by the source's call; ? = inconclusive; nt = not tested or not shown; [ ] = dose if it differs, or a comment. Unless noted, calls come from the whole dose curve; as a rule, active = well fitted inhibition curve with a large enough effect; inconclusive = small, poorly fitted or top-dose-only effect; inactive = no such curve, though single readings can be large or run the other way. These rows are one share of the data; rates above refer to the full screens.

A first look:
no.	Compound	USP1-UAF1 inh	D2 antagonist	Pin1 inh	TRHR agonist	TRHR PAM
1	CSc1nc2ccc(N3C(=O)C4CCCCC4C3=O)cc2s1 (centres undefined)	-7%	1	-2%	-0.7	0
2	C[C@H](O)[C@@H]1C(=O)N2CCc3ccc(N4CCN(C)CC4)cc3[C@@H]2C[C@@H]1N(C)C(=O)Nc1cc(Cl)cc(Cl)c1	-12%	nt	-3%	nt	nt
3	CC1(C)NC(=O)N(CCCCOc2ccc(Cl)cc2C=O)C1=O	-7%	11	3%	0.0	0
4	COc1ccc(-c2cc(C(=O)Nc3cccc(C(C)=O)c3)no2)cc1OC	-25%	nt	5%	0.7	5
5	COc1ccc(C(C)=O)cc1COC(=O)c1ccc(S(=O)(=O)N2CCOCC2)cc1	-6%	-15	2%	0.2	-3
6	COc1ccccc1OCC(=O)Nc1ccc(S(=O)(=O)N(C)c2ccccc2)cc1	-23%	9	7%	0.1	-5
7	CCn1cc(C(=O)NCC2COc3ccccc3O2)c2cc(OC)c(OC)cc2c1=O (centres undefined)	-14%	22	-5%	0.1	9

no.	D2 agonist	TrxR1 substrate	IDH1 R132H inh	rTrxR1 inhibitor
1	0.4	13%	7%	32%
2	nt	2%	1%[38.3 µM]	5%
3	0.3	4%[57.1 µM]	15%	-7%
4	0.0	-3%	8%	3%
5	0.3	3%[57.1 µM]	6%	-19%
6	1.3	-3%	3%	13%
7	-0.8	7%[57.1 µM]	1%	16%[57.1 µM]

The listing, repeating the preview:
no.	Compound	USP1-UAF1 inh	D2 antagonist	Pin1 inh	TRHR agonist	TRHR PAM
1	CSc1nc2ccc(N3C(=O)C4CCCCC4C3=O)cc2s1 (centres undefined)	-7%	1	-2%	-0.7	0
2	C[C@H](O)[C@@H]1C(=O)N2CCc3ccc(N4CCN(C)CC4)cc3[C@@H]2C[C@@H]1N(C)C(=O)Nc1cc(Cl)cc(Cl)c1	-12%	nt	-3%	nt	nt
3	CC1(C)NC(=O)N(CCCCOc2ccc(Cl)cc2C=O)C1=O	-7%	11	3%	0.0	0
4	COc1ccc(-c2cc(C(=O)Nc3cccc(C(C)=O)c3)no2)cc1OC	-25%	nt	5%	0.7	5
5	COc1ccc(C(C)=O)cc1COC(=O)c1ccc(S(=O)(=O)N2CCOCC2)cc1	-6%	-15	2%	0.2	-3
6	COc1ccccc1OCC(=O)Nc1ccc(S(=O)(=O)N(C)c2ccccc2)cc1	-23%	9	7%	0.1	-5
7	CCn1cc(C(=O)NCC2COc3ccccc3O2)c2cc(OC)c(OC)cc2c1=O (centres undefined)	-14%	22	-5%	0.1	9
8	Cc1nn(-c2ccccc2)c(=S)n1-c1ccccc1	-22%	19	-2%	0.5	0
9	Cc1cccc(CSC2=CS(=O)(=O)c3ccccc3N2)c1	-19%	1	-1%	-0.1	4
10	CCOC(=O)Cn1c(CN2CCN(c3ccc(OC)cc3)CC2)nc2c1c(=O)[nH]c(=O)n2C	3%	nt	0%	-0.2	2
11	CCN(C(=O)C(C)Sc1ccc(S(=O)(=O)N2CCN(C)CC2)cn1)c1ccccc1 (centres undefined)	-24%	8	-5%	-0.3	3
12	CCN(C(=O)c1c(C)cc(=O)oc1C)c1ccc2c(c1)OCO2	-17%	0	-8%	0.8	-6
13	COc1cccc(NC(=O)COC(=O)CCC(=O)c2cccs2)c1	-16%	-12	3%	-1.0	-4
14	CCOC(=O)C1CCCN(S(=O)(=O)c2cc(-c3cc(C)no3)ccc2C)C1 (centres undefined)	-23%	nt	0%	-0.6	2
15	Cc1cc(NS(=O)(=O)c2cn(C)c(C)n2)ccc1Br	-26%	nt	-7%	0.1	-2

no.	D2 agonist	TrxR1 substrate	IDH1 R132H inh	rTrxR1 inhibitor
1	0.4	13%	7%	32%
2	nt	2%	1%[38.3 µM]	5%
3	0.3	4%[57.1 µM]	15%	-7%
4	0.0	-3%	8%	3%
5	0.3	3%[57.1 µM]	6%	-19%
6	1.3	-3%	3%	13%
7	-0.8	7%[57.1 µM]	1%	16%[57.1 µM]
8	-1.5	-10%[57.1 µM]	4%	6%[57.1 µM]
9	0.5	-7%[57.1 µM]	-2%	-50%
10	nt	1%	-3%	5%
11	0.8	6%	-1%	25%
12	1.2	-2%	2%	10%
13	-0.1	-5%	-11%	11%
14	-0.8	-4%[57.1 µM]	6%	5%[57.1 µM]
15	1.0	-2%[57.1 µM]	-6%	18%[57.1 µM]

The listing continues.
no.	Compound	USP1-UAF1 inh	D2 antagonist	Pin1 inh	TRHR agonist	TRHR PAM
16	O=C(NCCc1cccs1)c1ccc(Cl)c(Cl)c1	-16%	-12	1%	-0.3	3
17	Cc1ccc2[nH]c(C)c(CC(=O)NCc3ccccc3)c2c1	-7%	-10	-6%	0.0	3
18	COc1ccc(C(C)=O)cc1COC(=O)Cc1cc(OC)c(OC)c(OC)c1	?	-7	1%	29	-3
19	Cc1cc(=O)[nH]c(N/N=C/c2c(C)nn(-c3ccc(F)cc3)c2Cl)n1	-10%	-26	0%	0.3	2
20	CCOc1ccc(CCNS(=O)(=O)c2cc(Br)cc3c2N(C(C)=O)CC3)cc1OCC	?	nt	2%	-0.3	16
21	O=C(CSc1ccc(-c2ccc(F)cc2)nn1)NCCc1ccccc1	3%	5	-1%	-0.6	0
22	Cc1onc(-c2ccccc2Cl)c1C(=O)N1CCN(c2nc3ccccc3s2)CC1	2%	1	0%	-0.5	2
23	COc1ccc(CC(=O)Nc2ccc3c(c2)CCC3)cc1S(=O)(=O)N1CCOCC1	-10%	8	3%	-0.2	-2
24	Cc1cccc(NC(=O)CN(C)C(=O)C2CC2)c1C	-18%	-16	-19%	0.1	-6
25	COc1ccc2oc(C(=O)OCC(=O)N3CCN(C(C)=O)CC3)c(C)c2c1	-30%	-9	2%	0.3	17
26	COc1ccccc1/C=C/C=c1\sc2nc(=O)c(Cc3ccccc3)nn2c1=O	-16%	10	?	1.4	-7
27	COC(=O)c1cnc(SCc2ccc([N+](=O)[O-])cc2)n1C	-19%	-8	-1%	0.0	-5
28	Cc1cc(N2CCOCC2)ccc1/C=C\[N+](=O)[O-]	-7%	11	-2%	13	1
29	C=CCn1c(N)c(C(=O)Nc2ccc(C)cc2)sc1=S	-8%	-1	0%	-0.5	12
30	Fc1ccccc1NC(=S)NCCc1ccccc1	-20%	-13	-9%	-0.5	-2

no.	D2 agonist	TrxR1 substrate	IDH1 R132H inh	rTrxR1 inhibitor
16	-0.6	8%[57.1 µM]	9%	14%[57.1 µM]
17	0.2	-8%	4%	8%
18	-2.1	4%	-8%	40µM*
19	2.8	-3%[57.1 µM]	5%	11%[57.1 µM]
20	-0.1	1%[57.1 µM]	-2%	20%[57.1 µM]
21	-0.1	9%[57.1 µM]	0%	18%[57.1 µM]
22	0.0	4%[57.1 µM]	-3%	-3%
23	2.2	0%	3%	5%
24	-2.2	-7%	1%	-10%
25	0.9	119%[activator]	3%	7%
26	-0.4	0%[57.1 µM]	-2%	-18%[57.1 µM]
27	0.6	-6%	-1%	-17%
28	14	5%[57.1 µM]	6%	?
29	-0.7	-1%[57.1 µM]	0%	10%[2.29 µM]
30	-0.6	-10%[57.1 µM]	-1%	3%[57.1 µM]

Following part
no.	Compound	USP1-UAF1 inh	D2 antagonist	Pin1 inh	TRHR agonist	TRHR PAM
31	C/C(=N\N=C(/C)c1cccc(N)c1)c1cccc(N)c1	-21%	nt	-8%	nt	nt
32	O=C(O)c1ccc(NC(=S)N2CCCCC2)cc1	-9%	-3	5%	1.0	0
33	CC1(C(=O)Nc2nnc(SCc3ccccc3)s2)Cc2ccccc2C(=O)O1 (centres undefined)	-6%	0	8%	-0.3	4
34	CC(=O)Nc1cccc(C(=O)OCC(=O)NNC(=O)c2cccs2)c1	4%	-20	3%	0.0	-7
35	O=C(Nc1ccc(F)cc1)c1cccc2c1C(=O)N(Cc1ccccn1)C2	-9%	-6	?	-0.1	-4
36	CCn1c(SC(C)C)nnc1-c1cc(-c2ccccc2)sc1N	-26%	-6	0%	-0.8	8
37	COc1cccc(CNC(=O)c2ccc(C)c(NC3=NC4CS(=O)(=O)CC4S3)c2)c1 (centres undefined)	-21%	10	-2%	0.4	1
38	COc1ccc(N2C(=O)C(Cl)=C(N3CCCC3)C2=O)cc1	-1%	-1	-4%	-0.4	0
39	CCOC(=O)c1oc2c(C)c(O)ccc2c(=O)c1-c1nncn1-c1ccccc1	5%	10	-11%	0.0	0
40	CCCOc1ccccc1C1NC(=O)NC(C)=C1C(=O)OCc1ccccc1 (centres undefined)	-16%	-4	0%	-0.3	5

no.	D2 agonist	TrxR1 substrate	IDH1 R132H inh	rTrxR1 inhibitor
31	nt	3%[57.1 µM]	3%	16%[57.1 µM]
32	1.6	7%[57.1 µM]	-3%	13%[57.1 µM]
33	0.6	-3%	3%	2%
34	-0.8	-4%	-7%	-5%
35	0.5	-7%	0%	10%
36	-1.3	10%	7%	9%
37	0.0	2%[57.1 µM]	11%	24%[57.1 µM]
38	-0.6	3%[57.1 µM]	4%	-8%[57.1 µM]
39	-0.1	-4%[57.1 µM]	6%	-12%[57.1 µM]
40	-1.3	4%[57.1 µM]	9%	29%

Bioassay records as filed in PubChem.
